EWS-Fli block: inhibitors of EWS/Fli oncoprotein transcriptional activity. A673 NR0B1-luciferase reporter, viability-normalised. inhibition, % at 12.6 µM. 350,000 tested, 0.67% active;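 active = mean inhibition of at least 50% after viability correction, with every replicate also passing that limit; inconclusive = mean reaches 50% but only one of two replicates passes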;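 note: firefly luciferase signal divided by Alamar Blue viability fluorescence both relative to DMSO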
PAX8 inh HTS: inhibitors of PAX8 transcriptional activity in RMG-I cells. RMG-I TPO-luciferase reporter, SteadyGlo, 24 h. inhibition, % at 12.6 µM. 360,000 tested, 1.2% active. AID 652154;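 active = mean replicate inhibition at least 60% with every replicate also reaching 60%; inconclusive = only one of the two criteria is met; inactive = mean below 60% and not all replicates reaching 60%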;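 note: luciferase light reporting Pax8 driven TPO promoter activity; plate controls were median of neutral control wells for no effect and mitoxantrone controls for full effect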
DENV2 CPE rescue: inhibitors of DENV2 cytopathic effect | 350,000 tested, 1.7% active | DENV2-infected cells, cytopathic effect rescue, plate reader | CPE inhibition, % at 9.99 µM; in the data active = CPE inhibition above about 20%, passing the limit was not always enough; inconclusive = no clear call, values can overlap the other calls; tested in BHK-21 cells;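 note: 0% = median of neutral control wells and 100% = median of positive control wells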
Casp6 inh: inhibitors of human caspase-6. P55212. 350,000 tested, 0.53% active. purified caspase-6, Z-VEID-R110 cleavage fluorescence. inhibition, % at 12.5 µM;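 active = mean inhibition across replicates at least about 35%, with every replicate also reaching that limit, limit read from the data; inconclusive = only one of the two criteria met; inactive = neither criterion met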;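 note: 0% = median of neutral control wells and 100% = no fluorescence left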
Target sequence (P55212 24-179 limits assumed): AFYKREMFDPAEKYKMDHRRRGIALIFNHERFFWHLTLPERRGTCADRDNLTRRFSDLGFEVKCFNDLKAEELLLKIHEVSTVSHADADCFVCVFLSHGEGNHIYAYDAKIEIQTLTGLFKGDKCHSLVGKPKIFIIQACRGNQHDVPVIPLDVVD
Target sequence (P55212 194-293 limits assumed): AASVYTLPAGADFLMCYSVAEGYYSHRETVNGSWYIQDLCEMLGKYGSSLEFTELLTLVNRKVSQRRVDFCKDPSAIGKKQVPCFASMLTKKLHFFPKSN
ARNT-TACC3 inh: disruptors of human ARNT/TACC3 interaction; Q9Y6A5; AlphaScreen His-ARNT PAS-B/GST-TACC3 binding, luminescence; TACC3 fragment carries E629A point mutation; inhibition, % at 9.99 µM; 390,000 tested, 0.66% active;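 active = mean inhibition of replicates at least 50% and at least half of replicates each reaching 50%; inconclusive = half or more replicates reach 50% but mean below 50%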;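 note: 0% = complete ARNT plus TACC3 wells and 100% = ARNT alone without TACC3; many hits fall short of the cut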
LGR2 inh: blocks bursicon-induced cAMP signaling via Drosophila LGR2; HEK293 LGR2, CRE-luciferase, bursicon-stimulated, 4 h; inhibition, % at 9.99 µM; 380,000 tested, 0.35% active; AID 720647;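 active = drop in luminescence signal, shown as inhibition above about 50% in the replicate tests, limit read from the data, passing the limit was not always enough; inconclusive = probably only some replicates passing the limit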;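 note: agonist challenge used bursicon conditioned medium at about half maximal strength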
SIRT5 inh: sirtuin-5 (human) deacylase inhibition; AID 652115; inhibition, % at 15 µM; Q9NXA8; 330,000 tested, 1.1% active; Purified SirT5, succinyl-peptide AMC, trypsin-coupled fluorescence; in the data active = inhibition above about 15%; inconclusive = no clear call, values can overlap the other calls
Target sequence (Q9NXA8 whole entry, looked up): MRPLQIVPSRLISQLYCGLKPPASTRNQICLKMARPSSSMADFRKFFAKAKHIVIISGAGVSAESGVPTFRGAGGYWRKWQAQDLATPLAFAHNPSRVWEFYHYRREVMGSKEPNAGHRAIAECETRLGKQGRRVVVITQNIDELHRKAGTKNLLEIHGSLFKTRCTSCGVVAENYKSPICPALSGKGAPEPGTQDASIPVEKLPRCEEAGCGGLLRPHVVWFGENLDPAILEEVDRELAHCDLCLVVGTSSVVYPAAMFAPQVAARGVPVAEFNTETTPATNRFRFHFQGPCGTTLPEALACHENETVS
Numbers without * were called inactive; ? = inconclusive; / = not tested or not shown; & = joins results of further samples.

SMILES	EWS-Fli block	PAX8 inh HTS	DENV2 CPE rescue	Casp6 inh	ARNT-TACC3 inh	LGR2 inh	SIRT5 inh
C[C@@H]1CN([C@H](C)CO)C(=O)c2cc(C#CCN(C)C)cnc2O[C@H]1CN(C)C(=O)Nc1cccc(F)c1	3	/	-4	-68	-2	-8	4
COc1cc(OC)c(OC)cc1CN1CCCC(C(=O)c2ccc3c(c2)OCO3)C1 (centres undefined)	-8	-14	6	9	/	-10	3
C[C@H](NC(=O)/C=C/[C@H]1O[C@@H](n2ccc(=O)[nH]c2=O)[C@H](O)[C@@H]1O)C(=O)O	0	10	3	-1	/	-8	-1
S=C1CC2CCCC(C2)N1 (centres undefined)	-7	1	4	1	-9	10	-4
O=C(O)CSc1nc2ccccc2n1C1CCCCC1	7	10	5	-3	-10	-9	-2
COc1cccc(CNc2nc3cc(-c4csc5ccccc45)sc3c(=O)n2C)c1	6	52	-4	-2	/	-36	-1
CC(C)NC(=O)Nc1ccc2c(c1)C(=O)N([C@H](C)CO)C[C@H](C)[C@H](CN(C)C(=O)Cc1ccccc1)OCCCC[C@@H](C)O2	/	-2	3	1	-3	1	2
CCc1cc(C(=O)Nc2cc(S(=O)(=O)N(CC)CC)ccc2N2CCOCC2)sc1C	28	18	2	8	-5	5	-2
O=C(CSc1ccc([N+](=O)[O-])cn1)Nc1ccc(N2CCOCC2)c(Cl)c1	-8	-7	-4	-6	6	-1	1
CC(C)(C)NC(=O)C(c1c[nH]c2ccccc12)N(C(=O)Cn1nnc(-c2ccc(Cl)cc2)n1)c1ccccc1F (centres undefined)	/	22	/	/	-5	16	/
Cc1cccc(COc2coc(CN3CCN(C(=O)c4ccco4)CC3)cc2=O)c1	-4	/	-3	1	-2	-11	-6
O=C(Nc1cccc(C(F)(F)F)c1)c1ccc2sc([C@@H]3O[C@H](CO)[C@H](O)[C@H](O)[C@H]3O)nc2c1	-1	-1	3	2	/	-14	-5
C[C@@H]1CN([C@@H](C)CO)C(=O)Cc2cc(NC(=O)Cc3ccccc3)ccc2O[C@H]1CN(C)S(=O)(=O)c1ccccc1	-1	-5	-7	0	-6	-14	6
COc1ccc(NC(=O)Cn2c(=O)n(CCC(=O)NCC3CCCO3)c(=O)c3cc(OC)c(OC)cc32)cc1 (centres undefined)	-3	15	12	4	1	6	-2
CSc1nccc(NC(=O)c2ccc(C(C)(C)C)cc2)n1	-50	-33	8	2	-13	-99	-2
C[C@@H]1CN([C@@H](C)CO)S(=O)(=O)c2ccc(C#CC(C)(C)O)cc2O[C@@H]1CN(C)C(=O)C1CCC1	-2	/	-3	-6	-2	-2	2
Cc1ccc(N(C(=O)Cc2cccs2)C(C(=O)NC2CCCCC2)c2ccccn2)cc1C (centres undefined)	/	13	/	/	0	-12	/
C=CCn1c(Cc2csc(N)n2)nnc1SCc1ccc(C(=O)OC)cc1	7	/	/	1	28	6	-3
Cc1nc2ccccc2c(C)c1CC(=O)N(CC(C)C)c1c(N)n(Cc2ccccc2)c(=O)[nH]c1=O	5	7	-2	3	1	11	4
COc1cc(/C=C/C(=O)Nc2ccc3[nH]c(=O)[nH]c3c2)cc(OC)c1OC	-6	18	14	0	9	-5	-2
CCN1CC(=O)N2[C@@H](CO)[C@H](c3ccc(Br)cc3)[C@@H]2C1	-6	/	-7	2	/	13	2
CC(C)NC(=O)C1(C)CSCC(=O)N1CCCN1CCOCC1 (centres undefined)	8	-11	0	-10	/	3	1
CCCCc1nc2cc(C(=O)N(C)CCc3cn[nH]c3)ccc2o1	/	-92	4	0	/	-20	-2
C[C@H](CCC(=O)O)[C@H]1CC[C@H]2[C@@H]3[C@H](O)C[C@@H]4C[C@H](O)CC[C@]4(C)[C@H]3C[C@H](O)[C@]12C	-4&-6&7	-13&7	?	1&7&-1	0&-1&3	4&-9&-1	1&4&2
CC(C)(C)C(=O)NNC(=O)COc1ccc2ccccc2c1Br	-8	4	/	2	-9	1	-8
CN(c1ccc(C(=O)Nc2ccc3c(c2)OCCO3)cc1)S(C)(=O)=O	/	/	/	-1	-1	-41	/
C[C@H]1CN([C@@H](C)CO)C(=O)c2cc(-c3ccccc3)cnc2O[C@@H]1CN(C)C(=O)Cc1cccnc1	2	/	-3	1	0	-13	-3
CC(C)S(=O)(=O)c1csc(NC(=O)Nc2cccc([N+](=O)[O-])c2)c1Cl	-48	0	?	-3	2	8	0
C[C@H]1CN([C@@H](C)CO)C(=O)c2cccc(NC(=O)c3ccc(-c4nccs4)cc3)c2O[C@@H]1CN(C)Cc1ccc(Cl)c(Cl)c1	12	/	7	-1	13	18	3
CCN1CCN(Cc2ccc(NC(=O)c3ccc(C)c(NC(=O)c4cccc5[nH]ccc45)c3)cc2C(F)(F)F)CC1	6&-37	36&-9	?	-8&-10	-1	16&-14	-11
CC(C)CNS(=O)(=O)c1ccc(S(=O)(=O)NC2CCOC(C)(C)C2)cc1 (centres undefined)	3	/	11	-2	-5	14	-2
COc1ccc(S(=O)(=O)Nc2ccc3c(c2)C(=O)N([C@@H](C)CO)C[C@H](C)[C@@H](CN(C)C(=O)Nc2ccc4c(c2)OCO4)OCCCC[C@H](C)O3)cc1	-2	13	-5	-1	-5	-2	-2
COc1ccccc1N1CCN(S(=O)(=O)c2ccc(-n3cnnn3)cc2)CC1	3	3	6	-9	0	-19	-6
Cc1cccc(NC(=O)c2ccc(S(=O)(=O)NCc3cccnc3)cc2)c1	9	-4	-2	-1	-12	17	-4
Cc1ccc(NC(=S)N(CCCN2CCOCC2)Cc2cccnc2)cc1C	2	-7	8	-6	2	-4	-1
CCNC(=S)N1CCN(S(=O)(=O)c2ccc(Cl)s2)CC1	14	6	-10	/	-8	/	5
Cc1cc(S(=O)(=O)N2CCOCC2)ccc1OCC(=O)Nc1cccc(C(F)(F)F)c1	3	11	-5	-2	-4	-5	1
CCOc1ccc(/C=N/NC(=O)C(=O)N2CCCCCC2)c2ccccc12	3	9	-4	5	3	11	-5
N#Cc1ccccc1OCC(=O)Nc1cc(S(=O)(=O)N2CCCCC2)ccc1N1CCOCC1	16	28	-10	25	3	-14	2
CC(=O)c1c(C)oc2ccc(NS(=O)(=O)c3ccc(C)cc3)cc12	-1	26	10	0	12	0	0
O=C(CNC(=O)COc1ccccc1)NCc1ccccc1F	3	5	/	0	5	14	0
C[C@H]1CN([C@@H](C)CO)C(=O)c2cc(-c3ccccc3)cnc2O[C@H]1CN(C)C(=O)c1ccccc1F	7	-8	-3	/	0	13	0
Cc1noc(C)c1NC(=O)N(C)C[C@@H]1Oc2ccc(NC(=O)Cc3ccccc3)cc2CC(=O)N([C@H](C)CO)C[C@@H]1C	-7	-3	-7	-2	-3	11	5
Cc1ccc(C(=O)Nc2cccc3ccccc23)cc1	-61	-61	4	3	-8	-9	11
O=C(C[C@H]1CC[C@@H](NC(=O)c2ccc(F)cc2)[C@@H](CO)O1)NCc1ccncn1	/	/	3	1	2	8	-5
CC(C)C(C(=O)NCC1CCCO1)N(C(=O)CNS(=O)(=O)c1ccc(F)cc1)C1CCCCC1 (centres undefined)	9	-5	-7	1	-6	4	-4
CC(=O)N(C)C[C@H]1Oc2cc(-c3cccnc3)ccc2S(=O)(=O)N([C@H](C)CO)C[C@@H]1C	-8	-18	-6	2	-17	13	-2
CC(C)NC(=O)c1cc(C2CCCCN2C(=O)CCCc2ccccc2)on1 (centres undefined)	9	0	2	-3	/	4	0
CC(=NNC(=O)c1ccncc1)c1ccc2ccccc2c1O	-7	39	14	-3	2	3	/
COc1cc(/C=C(\C#N)C(=O)N2CCCCC2)ccc1O	3	-18	2	2	-2	7	1

Following part
SMILES	EWS-Fli block	PAX8 inh HTS	DENV2 CPE rescue	Casp6 inh	ARNT-TACC3 inh	LGR2 inh	SIRT5 inh
Cc1ccc(CNC(=O)N[C@@H](Cc2ccccc2)C(=O)O)cc1	-5	5	1	0	3	-3	17*
Cn1c(=O)oc2cc(S(=O)(=O)N3CCCCC3)ccc21	0	9	-6	/	4	17	-3
O=C(NCc1ccccc1)C(c1ccccc1)n1c(=O)c(-c2cc3ccccc3[nH]2)nc2ccccc21 (centres undefined)	9	14	11	-1	/	11	-2
CSc1ccccc1OCc1cc(C(=O)N2CCN(c3ncccn3)CC2)no1	/	-36	9	-3	-2	-17	-4
CCOC(=O)C1CCN(C(=O)c2cccc(S(=O)(=O)N(C)C3CCCCC3)c2)CC1	2	-6	1	2	-13	1	-3
COc1ccccc1NC(=O)Nc1ccc2c(c1)CCC2	/	-187	-4	2	-12	-118	0
O=C(COC(=O)c1cc(S(=O)(=O)N2CCCCC2)ccc1N1CCOCC1)c1ccc(Cl)cc1	10	8	-5	3	-3	5	0
CN(c1ccc(C(=O)Nc2ccc3c(c2)n(C)c(=O)n3C)cc1)S(C)(=O)=O	10	-26	6	-3	-10	-20	-6
Cc1cccc(C)c1NC(=O)C(c1ccncc1)n1c(=O)c(-c2cc3ccccc3[nH]2)nc2ccccc21 (centres undefined)	-39	-11	-6	2	/	-33	4
CCc1ccccc1NC(=O)c1ccc([N+](=O)[O-])s1	0	1	-3	4	-1	-7	-3

Complete entries, looked up by structure. Values in the order: EWS-Fli block	PAX8 inh HTS	DENV2 CPE rescue	Casp6 inh	ARNT-TACC3 inh	LGR2 inh	SIRT5 inh
Profile of CSc1ccccc1OCc1cc(C(=O)N2CCN(c3ncccn3)CC2)no1 = /	-36	9	-3	-2	-17	-4
Profile of CN(c1ccc(C(=O)Nc2ccc3c(c2)n(C)c(=O)n3C)cc1)S(C)(=O)=O = 10	-26	6	-3	-10	-20	-6
Profile of O=C(COC(=O)c1cc(S(=O)(=O)N2CCCCC2)ccc1N1CCOCC1)c1ccc(Cl)cc1 = 10	8	-5	3	-3	5	0

Next section:
SMILES	EWS-Fli block	PAX8 inh HTS	DENV2 CPE rescue	Casp6 inh	ARNT-TACC3 inh	LGR2 inh	SIRT5 inh
O=C(O)COc1ccc(/C=C2\SC(=Nc3ccccc3)N(c3ccccc3)C2=O)cc1	11	18	/	3	1	9	-5
CCCN1C[C@H](C)[C@H](OC)CN(C)C(=O)c2ccc(NC(=O)Nc3ccccc3F)cc2OC[C@H]1C	-10	-9	-2	-12	-4	9	0
COCOc1ccc(C=O)c(OCOC)c1	-6	/	5	3	-2	-6	/
Cc1[nH]c(=O)[nH]c(=O)c1N1CCOCC1	2	8	5	1	-3	-27	0
COC(=O)N(C)C[C@H]1OCc2cn(nn2)CCCC(=O)N([C@@H](C)CO)C[C@H]1C	-5	2	/	/	/	-2	/
CS(=O)(=O)N1CCN(c2ccccc2NC(=S)NC(=O)c2ccco2)CC1	/	2	3	0	-7	-4	-1
CC1(C(=O)NCCc2c[nH]c3ccccc23)CCN1Cc1csc2ccccc12 (centres undefined)	-7	6	?	-2	/	6	/
CCCC(=O)Nc1ccc2c(c1)C(=O)N(C)[C@H]1CC[C@H](CC(=O)NCCc3ccccc3)O[C@@H]1CO2	-11	8	-13	-1	-1	-1	-2
CN=C(Nc1ccc(Br)cc1)SC1CC(=O)N(c2ccc(OC)cc2)C1=O (centres undefined)	-1	26	-3	8	-4	-9	-2
CC(C)C(=O)N1CCC1(C)C(=O)NCc1ccc(F)cc1Cl (centres undefined)	8	14	-4	-3	/	8	1
O=C(Nc1ccon1)c1ccc(N2CCCCC2)c([N+](=O)[O-])c1	-121	-200	0	5	/	-133	0
COc1cc(CNCCCCO)ccc1OCc1ccccc1F	-13	-30	-3	-12	2	-10	-1
CN1CCN(C(=O)c2ccc3c(=O)n(-c4ccc(F)cc4)c(=S)[nH]c3c2)CC1	1	-3	4	1	10	4	4
O=C(COC(=O)c1cc(S(=O)(=O)Nc2ccccc2Cl)ccc1O)Nc1ccc(F)c(F)c1F	0	11	?	-1	-5	9	/
COc1ccc(S(N)(=O)=O)cc1C(=O)OCCCOC(=O)c1cc(S(N)(=O)=O)ccc1OC	-7	-1	-9	-4	-25	13	-1
Cn1c(Cc2cccc3ccccc23)nnc1SCC(=O)N1CCN(c2ccccc2)CC1	/	/	/	3	36	5	-5

From PubChem BioAssay
